# Screening data (PubChem)
# AmpC inh detg: AmpC beta-lactamase inhibition with detergent present. AmpC hydrolysis of nitrocefin, absorbance 480 nm, 0.01% Triton. Potency, µM (highest dose often 114 µM), for the others: at the highest dose activity change, negative = inhibition, hits mostly inhibitors. 370,000 tested, 0.041% active;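 further: potency means the concentration at half of the fitted maximal effect; 0% = no-compound wells and -100% = no-enzyme wells; nearly all actives have a fitted effect of over 25% in size; some results filed as inactive show a strong effect at the top dose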
# Target sequence (P00811 whole entry, looked up): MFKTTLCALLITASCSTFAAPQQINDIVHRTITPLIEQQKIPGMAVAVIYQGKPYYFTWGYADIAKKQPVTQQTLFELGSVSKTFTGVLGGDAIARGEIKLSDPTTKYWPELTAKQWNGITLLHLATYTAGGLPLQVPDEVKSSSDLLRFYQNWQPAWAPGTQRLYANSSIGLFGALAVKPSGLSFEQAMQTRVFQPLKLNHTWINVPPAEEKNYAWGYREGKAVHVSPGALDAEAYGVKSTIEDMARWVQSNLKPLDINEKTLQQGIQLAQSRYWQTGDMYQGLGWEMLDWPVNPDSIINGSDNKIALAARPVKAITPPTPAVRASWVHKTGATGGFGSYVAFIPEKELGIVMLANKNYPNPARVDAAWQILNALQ
#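 AmpC (5.3 nM in the dispensed reagent) in 20 mM phosphate pH 7.0 with 0.01% (detergent screen) or 0.0001% Triton X-100 was preincubated with compounds for 15 min at room temperature. Nitrocefin was then added from an 800 uM solution, and hydrolysis was followed at 480 nm.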
# FBPA Giardia inh: Giardia lamblia aldolase inhibition | A8B2U2 | purified Giardia FBPA | Potency, µM (titrated, usually from 59.6 µM), for inactives: top-dose activity, negative = inhibition, most hits filed as inhibitors | 290,000 tested, 0.71% active | AID 2451; further: potency means the concentration at half of the fitted maximal effect; nearly all actives have a fitted effect of over 55% in size
# Target sequence (A8B2U2 whole entry, looked up): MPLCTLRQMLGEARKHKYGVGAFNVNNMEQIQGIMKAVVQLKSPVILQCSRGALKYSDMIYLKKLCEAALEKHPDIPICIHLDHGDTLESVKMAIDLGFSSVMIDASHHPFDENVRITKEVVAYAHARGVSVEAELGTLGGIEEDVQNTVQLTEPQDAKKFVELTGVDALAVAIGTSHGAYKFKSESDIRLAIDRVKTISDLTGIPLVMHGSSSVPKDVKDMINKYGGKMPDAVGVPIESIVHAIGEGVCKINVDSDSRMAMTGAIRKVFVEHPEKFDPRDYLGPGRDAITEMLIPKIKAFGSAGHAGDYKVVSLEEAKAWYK
#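 40 nM FBPA preincubated 10 min at RT with compound (up to 57.5 uM final), then substrate plus GAPDH/TPI/NAD/arsenate coupling and diaphorase/resazurin added. Fluorescence read after 20 min at RT, 525/598 nm.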
# AMA1 RON2 block: AMA1-RON2 (P. falciparum) interaction inhibition. AlphaScreen AMA1-biotinylated RON2 peptide binding. Potency, µM (series often up to 58.2 µM), for inactives: at the highest dose activity change, negative = inhibition, usual class: inhibitors. 360,000 tested, 0.2% active;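 further: potency means the concentration at half of the fitted maximal effect; 0% = vehicle wells and -100% = peptide control; nearly all actives have a fitted effect of over 45% in size; some results filed as inactive show a strong effect at the top dose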
#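 AMA1 (3D7) with his tag at 25 nM final met compounds first, then biotinylated RON2 peptide at 25 nM; detection used donor plus acceptor beads, 10 µg/mL apiece, read by AlphaScreen after 30 min at room temperature.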
# HCMV inh: inhibitors of human cytomegalovirus; HFF cells, HCMV-luciferase reporter, 72 h; hits give low values; activity change, negative = inhibition, % at 57.5 µM; 410,000 tested, 4.5% active; AID 1259415; in the data active means activity change below about -60%; inconclusive means no clear call, values can overlap the other calls; inactive means above about -39%
#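 Cell-based, HFFs, 1000 cells/well, 16 h 37C; cpds in DMSO + HCMV-luc, MOI 1 PFU/cell; 72 h 37C; OneGlo luminescence after 5 min RT; norm. to buffer vs Salinomycin 10uM.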
# HCV inh: blocks hepatitis C virus; Huh7.5.1 HCVcc-Cre infection, luciferase reporter, 44 h; Potency, µM (doses to about 41.8 µM), for the others: at the top dose activity change, negative = inhibition, most hits filed as inhibitors; 340,000 tested, 3.4% active; further: potency means the concentration at half of the fitted maximal effect
#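 1,000 cells/well; 4 h culture; + compound; + HCVcc-Cre (~0.5 moi); 44 h; luciferase substrate, RT 15 min; read 15 sec.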
# Sm TGR block: blocks Schistosoma mansoni thioredoxin glutathione reductase; purified TGR, DTNB reduction, TNB absorbance 405 nm; 360,000 tested, 3% active; Potency, µM (top dose mostly 114 µM), without a hit: top-dose activity change, negative = inhibition, most hits filed as inhibitors; Q962Y6; further: potency means the concentration at half of the fitted maximal effect; nearly all actives have a fitted effect of over 60% in size
#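 Kinetic colorimetric format: TGR-catalysed, NADPH-driven DTNB reduction monitored via TNB absorbance. Enzyme dispensed at 20 nM; compound exposure 15 min at room temperature before reaction start.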
# The depositor's hits bear a star; u = inconclusive; x = no result given; & = joins results of further samples; [ ] = dose if it differs, or a comment. Unless noted, the call rests on the fitted dose curve; in most records, active means well fitted curve in the direction sought with a large enough effect; inconclusive means small, poorly fitted or top-dose-only effect, or another doubt; inactive means no such curve, though single readings can be large; an effect the other way counts as inactive or inconclusive. Unless noted, on the % scale 0 is the no-effect control and ±100 the full control effect.
SMILES,AmpC inh detg,FBPA Giardia inh,AMA1 RON2 block,HCMV inh,HCV inh,Sm TGR block
COc1cc(OC)c(C2=NOC(C(=O)Nc3cc(C)nn3-c3ccccc3)C2)cc1Cl (centres undefined),u,4%,1%,-39,u,5%
CSc1nnc(-c2ccccc2)n1N,2%,7%,3%,2,0%,-1%
CN1C(=O)C(=Cc2ccc(N(C)C)c([N+](=O)[O-])c2)C(=O)N(C)C1=O,-1%,-21%,x,x,x,-5%
CCOC(=O)N1CCC(N2Cc3cccc(C(=O)N4CCN(c5cccc(C)c5C)CC4)c3C2=O)CC1,1%,5%,7%,1,-37%,0%
CC(C)n1cc(CN2CCCC(C(=O)Nc3ccccc3Oc3cccnc3)C2)cn1 (centres undefined),u,-2%,19%,-30,-21%,2%
CCCCOC(=O)Nc1ccc(S(=O)(=O)Nc2ccc([N+](=O)[O-])cc2)cc1,2%,11%,-4%,-19,8%,10%
CCC1Nc2ncnc(N3CCOCC3)c2N(Cc2ccc(OC)cc2)C1=O (centres undefined),x,x,1%,-10,8%,x
CCOC(=O)C1CCN(CC(=O)Nc2c(C(=O)OC)[nH]c3cccc(C)c23)CC1,-7%,0%,0%,-15,6%,-29%
CCc1cccc(C)c1N(C(=O)Cn1c(=O)[nH]c2ccccc21)C(C)COC (centres undefined),20%,18%,3%,23,4%,4%
COCc1cc(C)nc2c1C(=O)NC(c1ccc(Br)cc1)N2Cc1ccccc1 (centres undefined),3%,x,x,-6,x,-3%
COCc1ccc(-c2c(-c3ccc(OC)cc3)oc(=O)c3cc(OC)c(OC)cc23)cc1,x,x,-5%,68,u,x
CCN(C(=O)COC(=O)c1cc(-c2ccccc2)nn1-c1ccccc1)C1CCS(=O)(=O)C1 (centres undefined),-4%,-1%,8%,-24,-21%,-1%
Cc1ccc(C2(C)NC(=O)N(CCOc3ccccc3)C2=O)cc1 (centres undefined),-6%,-3%,0%,u,3%,3%
CCOC(=O)c1sc2ccc(S(=O)(=O)N3CCOCC3)cc2c1N,0%,-11%,9%,-62*,-10%,6%
CCCc1ccc(OCC(=O)Nc2sc(C(=O)OCC)c(C)c2C(=O)OCC)cc1,16%,x,x,u,x,0%
COc1ccc2[nH]c3c(c2c1)CCN1C(=O)C(CC(=O)NCc2ccco2)C[C@H](C(=O)N2CCCCC2)[C@@]31CCc1ccccc1 (some centres undefined),x,x,-5%,-34,0.56µM*,x
COc1cccc2cc(C(=O)NNC(=O)c3ccc(Br)cc3)c(=O)oc12,-3%,-2%,106%[activator],-16,-27%,-26%
CCOc1cc(-c2ccc(OC(=O)c3ccc(C)cc3)c(OC)c2)cc(=O)c2c(C)oc(C)c12,-6%,x,x,106,x,-27%
COc1ccc(C2=NNC(c3cccs3)=Nc3ccc(OC)cc32)cc1,-6%,0%,-29%,7,5%,-2%
COc1ccc(CN2CN=C(Nc3nc4ccccc4s3)NC2)cc1,-8%,-2%,-4%,x,0%,3%

# The closing 3 compounds of the part above lead into the next.
SMILES,AmpC inh detg,FBPA Giardia inh,AMA1 RON2 block,HCMV inh,HCV inh,Sm TGR block
CCOc1cc(-c2ccc(OC(=O)c3ccc(C)cc3)c(OC)c2)cc(=O)c2c(C)oc(C)c12,-6%,x,x,106,x,-27%
COc1ccc(C2=NNC(c3cccs3)=Nc3ccc(OC)cc32)cc1,-6%,0%,-29%,7,5%,-2%
COc1ccc(CN2CN=C(Nc3nc4ccccc4s3)NC2)cc1,-8%,-2%,-4%,x,0%,3%
CCCS(=O)(=O)N1CCC(C(=O)NCCCN(C)Cc2ccccc2)CC1,-8%,-1%,1%,-8,3%,2%
C(=C\c1nc(N2CCCCCC2)c2ccccc2n1)/c1ccccc1,0%,2%,1%,u,u,-2%
CC(C)(CO)N=C1NS(=O)(=O)c2cc([N+](=O)[O-])ccc21,-5%,1%,-9%,-7,u,-34%
Cc1ccc(-c2csc3nc4cc(C(=O)NC5CCC(O)CC5)ccc4c(=O)n23)cc1 (centres undefined),4%,-17%,u,-17,u,-3%
CC(C)C[C@]1(c2ccccc2)ON(c2ccccc2C(F)(F)F)C1=O,7%,x,27%,10,7%,1%
c1ccc(NC2=NCCN2CCC2CCCCC2)cc1,-13%,5%,-2%,-36,-9%,3%
O=C(CCc1ccc(S(=O)(=O)NC2CCCCC2)cc1)NCc1ccc(Cl)cc1,-10%,4%,6%,-10,u,u
CCc1cccc(C)c1NC(=O)C1CC(=O)N(C2CCCC2)C1 (centres undefined),-2%,x,-4%,-2,17%,7%
COc1cc(C2N(c3ccccc3)CCN2c2ccccc2)cc(OC)c1OC,-16%,u,-25%,60,1%,0%
CCCc1nnc(NC(=O)CS(=O)(=O)c2ccccc2)s1,-18%,-4%,2%,-13,25%,4%
COc1ccc(C)cc1NC(=O)NNC(=O)C(C)Oc1ccc([N+](=O)[O-])cc1 (centres undefined),2%,4%,113%[activator],-8,u,-22%
COc1ccc(OC)c2c(C)cc(N3CCCCCC3)nc12,u,11%,-5%,-27,-19%,-30%
CCSc1nnc(-c2cc(Br)ccc2NC(C)=O)c(=O)[nH]1,4%,1%,-6%,-38,1%,-13%
Cc1cc(C)n2nc(C(=O)OCC(=O)N(C)Cc3ccccc3)nc2n1,-15%,x,6%,-10,12%,-2%
Cc1cc(C)n(-c2nc3c(c(=O)n(C)c(=O)n3C)n2CCO)n1,-3%,3%,-6%,-1,0%,-18%
CCN1C(=O)[C@@H]2[C@H](C1=O)[C@@H]1C(=O)Nc3ccccc3C(=O)N1[C@@H]2c1cccc(OC)c1,u,x,-3%,-2,-2%,-3%
COc1cccc(NC(=O)CN2CCN(S(=O)(=O)c3ccc(F)cc3)CC2)c1,-7%,1%,-1%,u,6%,0%
COc1ccc(CCNC(=O)c2ccc(OCC(=O)N3CCOCC3)c(OC)c2)cc1OC,3%,17%,21%,-21,0%,17%
CCOC(=O)C1C(=O)OC(C)(C)C1C(C)C(=O)c1ccc(OC)cc1 (centres undefined),1%,-1%,-4%,11,3%,13%
COc1ccc(OCC(=O)N(C)CC2COc3ccccc3O2)cc1 (centres undefined),x,x,4%,-8,8%,x
O=C(CCCn1c(=O)c2sccc2n(CC(=O)NCC2CCCO2)c1=O)NCc1ccco1 (centres undefined),-4%,7%,1%,-31,3%,9%
CN1CCC(=O)N([C@H](CN=[N+]=[N-])c2ccccc2)CC1,u,-3%,9%,-37,6%,-28%
CCc1nnc(NC(=O)CSc2nnc(Cc3ccccc3)n2-c2ccc(OC)cc2)s1,2%,3%,-1%,2,22%&16%,1%
O=S(=O)(NCC(c1ccco1)N1CCOCC1)c1ccc(F)cc1 (centres undefined),3%,x,x,7,x,0%
Cc1noc2ncnc(NCc3ccccc3Cl)c12,12%,x,x,-26,x,-2%
CC(Sc1nnc(C2CC2)n1C1CC1)C(=O)N(C)C1(C#N)CCCCC1 (centres undefined),-6%,x,-11%,u,0%,-6%
COc1cccc(C(C(=O)NC2CCCCC2)N(C(=O)c2cccs2)c2ccc3c(c2)OCO3)c1 (centres undefined),1%,2%,9%,-83*,u,7%
Cc1ccc(C2(C)NC(=O)N(Cc3c(C)noc3C)C2=O)cc1 (centres undefined),-1%,6%,-11%,94,u,7%
O=C(COCc1cc(-c2cccs2)on1)Nc1cc(C(F)(F)F)ccc1Cl,18%,x,x,-20,x,5%
COCCn1c(=NC(=O)C(C)(C)C)sc2cc([N+](=O)[O-])ccc21,u,0%,-5%,72,0%,3%
O=C(Cc1c(C(=O)O)[nH]c2ccc(Cl)cc12)Nc1ccc2c(c1)OCCO2,u,12%,15%,-1,u,-25%
COC(=O)Nc1ccc(S(=O)(=O)n2cnc3ccccc32)cc1,0%,-4%,-7%,-18,u,0%
O=C1c2ccccc2C(=O)c2cc(N3CCCCC3)ccc21,x,x,-11%,-18,u,x
Cc1cccc(NC(=O)CN2CCN(C(=O)c3ccc(-c4nc5ccccc5s4)o3)CC2)c1C,-9%,x,-11%,2,u,-34%
CCOC(=O)c1cc(S(=O)(=O)N2CCN(c3ccccc3)CC2)[nH]n1,5%,x,x,4,x,-6%
CC1S/C(=N/N=C/c2ccco2)NC1=O (centres undefined),-14%,-11%,22%,-13,1%,0%
Cc1ccc(C(=O)NNC(=O)CCC(=O)Nc2cc(C)on2)cc1,-2%,1%,-8%,-21,29%,-15%
Cc1ccc(CNC(=O)c2cc(-c3ccccc3C)n(CC3CC(c4cccc([N+](=O)[O-])c4)=NO3)n2)cc1 (centres undefined),-6%,x,-3%,2,u,-9%
CSc1nc2c(cc1C#N)C(=O)CC(C)(C)C2,-9%,5%,16%,-33,-9%,x
COc1cccc(N2CCN(C(=O)c3cccc(-n4c(C)nc5cccnc54)c3)CC2)c1,17%,x,x,0,x,1%

# Exported field by field: entries from further up.
COc1ccc(CCNC(=O)c2ccc(OCC(=O)N3CCOCC3)c(OC)c2)cc1OC
- AmpC inh detg: 3%
- FBPA Giardia inh: 17%
- AMA1 RON2 block: 21%
- HCMV inh: -21
- HCV inh: 0%
- Sm TGR block: 17%
Cc1ccc(CNC(=O)c2cc(-c3ccccc3C)n(CC3CC(c4cccc([N+](=O)[O-])c4)=NO3)n2)cc1 (centres undefined)
- AmpC inh detg: -6%
- FBPA Giardia inh: x
- AMA1 RON2 block: -3%
- HCMV inh: 2
- HCV inh: u
- Sm TGR block: -9%
c1ccc(NC2=NCCN2CCC2CCCCC2)cc1
- AmpC inh detg: -13%
- FBPA Giardia inh: 5%
- AMA1 RON2 block: -2%
- HCMV inh: -36
- HCV inh: -9%
- Sm TGR block: 3%

# Next records.
SMILES,AmpC inh detg,FBPA Giardia inh,AMA1 RON2 block,HCMV inh,HCV inh,Sm TGR block
O=C(CCSc1ccccc1Cl)NNC(=O)c1ccncc1,u,x,92%[activator],-24,7%,-1%
O=C(Cc1cccc2ccccc12)NCCC1=CCCCC1,2%,6%,-2%,-27,-10%,-22%
COc1ccccc1N1CCN(/N=C/c2c(C)nn(-c3ccccc3)c2C)CC1,2%,-4%,u,4,0%,1%
COc1ccc(C2=NS(=O)(=O)N(C)C(C(=O)N3CCC4(CC3)OCCO4)=C2)cc1OC,u,5%,-10%,-15,-6%,-23%
COc1cccc(C(C(=O)NC(C)(C)C)N(C(=O)CCC(=O)Nc2cc(C)on2)C(C)C)c1OC (centres undefined),-4%,0%,-13%,-8,3%&4%,-23%
CN1CCN(C2=CC(=O)OC23CCCCC3)CC1,-10%,9%,10%,34,0%,-9%
N=C1/C(=C\c2ccc(OC(=O)c3ccc(F)cc3)cc2)C(=O)N=C2SC(N3CCOCC3)=NN12,-14%,3%,66%[activator],u,0%,-20%
O=C(N/N=C/c1cccnc1)C1CCCCC1,-1%,-1%,1%,-10,14%,7%
Cc1ccccc1CC1(CO)CCCN(C(=O)CCC(=O)c2ccccc2)C1 (centres undefined),5%,-6%,-2%,-10,15%,8%
CN1C(=O)c2oc3ccccc3c(=O)c2C1c1ccncc1 (centres undefined),0%,11%,-11%,x,8%,45µM*
Cc1cccc(CN2CCc3nc(N4CCN(c5ccccn5)CC4)ncc3C2)c1,-8%,x,x,u,x,-6%
Clc1ccc(CN2CCc3nc(N4CCN(c5ccccn5)CC4)ncc3C2)cc1,9%,x,x,-21,x,1%
C/C(=N\N1C(=O)c2ccccc2NC1c1ccco1)c1ccccc1O (centres undefined),1%,-1%,104%[activator],-78*,3.5µM*,2%

# This is a random part of the collection. About 9.3% of those tested had a hit in this group.
